RSV antiviral HEp-2: inhibition of RSV-induced cytopathic effect – HEp-2 cells, primary 10 µM value included (AID 2391). HEp-2 cells, RSV-induced CPE inhibition; higher % means a stronger effect. CPE inhibition, % at 10 µM; hits with a dose series show IC50 in µM. actives 0.13% (n = 310,000); in the data active = a potency from the dose series; inconclusive = CPE inhibition mostly from about 23% at the one dose, without a potency; inactive = the rest, 99 in 100 with CPE inhibition below about 21%; note: strong numbers were not always called active
UTI89 phage lysis: inhibition of K1F phage lysis, E. coli UTI89, bacterial capsule biogenesis inhibitors, alamar blue (AID 488966); E. coli UTI89 K1F phage lysis, alamar blue, 2 h; higher % means a stronger effect; one-dose inhibition, % at 100 µM; IC50 in µM for titrated hits; actives 0.02% (n = 340,000);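 active = phage lysis inhibition, versus mean bacterial control, above a set limit; inconclusive = no clear call, values can overlap the other calls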;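 note: capsule biogenesis inhibitors block K1F phage lysis so surviving cells raise fluorescence; higher fluorescence means more inhibition of phage lysis; actives were called in the ten point dose series up to 300 µM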
GPR35 arrestin U2OS: GPR35 antagonists blocking zaprinast-driven arrestin recruitment, primary screen, imaging, U2OS, beta-arrestin-GFP, zaprinast agonist (AID 2058). U2OS GPR35 beta-arrestin-GFP translocation imaging, zaprinast antagonism; higher % means a stronger effect. one-dose inhibition, % at 10 µM; IC50 in µM for titrated hits. actives 0.052% (n = 290,000);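 active = inhibition of at least 50% with at least 30 cells and total cytoplasm GFP at most 10,000,000; inconclusive = under 30 cells or total GFP of 10,000,000 plus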
LYP phosphatase: PTPN22 lymphoid phosphatase activity blockers – biochemical, fluorescence intensity, uHTS (AID 1779); recombinant LYP phosphatase, fluorescence intensity; higher % means a stronger effect; inhibition, % at 11.5 µM; hits with a dose series show IC50 in µM; actives 0.054% (n = 290,000); in the data active = inhibition above about 50%;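 note: plate controls were vehicle with enzyme for no effect and no enzyme for full effect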
WT yeast gro inh: growth inhibition of WT yeast, mitochondrial fusion screen. actives 2.1% (n = 190,000). inhibition, % at 10 µM. mitochondrial fusion phenotypic screen, WT strain; in the data active = inhibition above about 58%; tested in S. cerevisiae
NTR1 ag: NTR1-driven beta-arrestin-GFP spot formation – imaging, U2OS cells, high content, primary screen (AID 493036) | agonist mode | activation, % at 20 µM | actives 0.17% (n = 330,000);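 active = activation at or above 40% of the spot to cytoplasm intensity ratio, with at least 20 cells analyzed; inconclusive = wells under 20 cells, flagged as cytotoxic or low count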;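 note: 0% = DMSO without peptide and 100% = 100 nM NTR1 peptide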
Target sequence (P30989 whole entry, looked up): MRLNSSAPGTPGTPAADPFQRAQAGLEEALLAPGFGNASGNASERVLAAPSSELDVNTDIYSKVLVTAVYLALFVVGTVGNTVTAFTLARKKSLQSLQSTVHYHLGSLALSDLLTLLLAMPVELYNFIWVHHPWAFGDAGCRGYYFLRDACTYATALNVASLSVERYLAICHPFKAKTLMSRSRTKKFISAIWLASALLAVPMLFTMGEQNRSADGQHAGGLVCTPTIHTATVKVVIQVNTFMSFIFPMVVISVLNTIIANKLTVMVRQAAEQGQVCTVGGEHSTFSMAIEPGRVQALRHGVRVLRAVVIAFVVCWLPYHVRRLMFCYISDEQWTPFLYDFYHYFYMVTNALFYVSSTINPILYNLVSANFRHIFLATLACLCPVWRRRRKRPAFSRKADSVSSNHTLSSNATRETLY
AID2073: inhibitors of Mint1-CaV2.2 protein interaction, biochemical, HTRF (AID 2073). HTRF protein-protein interaction, Mint1-CaV2.2; higher % means a stronger effect. one-dose inhibition, % at 20 µM; IC50 in µM for titrated hits. actives 0.19% (n = 290,000); in the data active = inhibition mostly above about 51%, no sharp cut-off; inconclusive = no clear call, values can overlap the other calls; inactive = mostly below about 53%; note: some results filed as inactive read as strong as hits
NS5 inhibitors: Dengue-2 NS5 methyltransferase inhibitors, primary screen, biochemical, confirmation dose response (AID 588689); Dengue-2 NS5 methyltransferase capping enzyme assay, biochemical; higher % means a stronger effect; inhibition, % at 25 µM; hits with a dose series show IC50 in µM; actives 0.3% (n = 340,000); in the data active = a potency from the dose series; inconclusive = inhibition above about 29% without an active follow-up result
Autophagy mod: modulators of autophagy | MEF GFP-LC3 puncta imaging; test concentration mostly 10 µM | calls only at 10 µM (by protocol) | actives 0.98% (n = 190,000) | AID 463193;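 active = percentage of spot-positive cells more than 3 SD above its plate mean, without a fluorescence outlier flag or 80% toxicity; inconclusive = no clear call, values can overlap the other calls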;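 note: spot-positive cell cutoff set from DMSO-treated cells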
WT yeast gro inh mutant strain: recorded beside WT yeast gro inh, whose call it bears; inhibition, %; mitochondrial fusion phenotypic screen, mutant strain inhibition
Autophagy mod cell loss 18 h: second read-out of Autophagy mod, no call of its own (marks repeat the call); toxicity, %; measured here: cell loss, nuclei count;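 cell loss after 18 h compound exposure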
NTR1 ag cell count 20 µM: recorded beside NTR1 ag, whose call it bears; cell count; measured here: cell count, cytotoxicity flag
NS5 inhibitors pilot replicate: recorded beside NS5 inhibitors, whose call it bears; inhibition, %; measured here: pilot screen replicate inhibition
* hit, by the source's call; i = inactive; u = inconclusive; x = no result given; [ ] = remark or other dose.

SMILES | RSV antiviral HEp-2 | UTI89 phage lysis | GPR35 arrestin U2OS | LYP phosphatase | WT yeast gro inh | WT yeast gro inh mutant strain | NTR1 ag | NTR1 ag cell count 20 µM | AID2073 | NS5 inhibitors | Autophagy mod | Autophagy mod cell loss 18 h | others
COc1ccc(-c2nnn(CCc3nn[nH]n3)n2)cc1 | 0.6% | -2.1% | x | x | x | x | -2.7 | 108 | x | -2% | i | -1
O=C(O)c1ccc(Cn2cc(/C=C\[N+](=O)[O-])c3ccccc32)o1 | 1.0% | 0.8% | 3% | -7% | x | x | 0.3 | 62 | 14% | 46% | x | x
COc1ccc(C(=O)NC(C)C2CC3CCC2C3)c(OC)c1 (centres undefined) | 4.3% | 0.1% | 2% | -6% | x | x | -0.2 | 53 | 6% | -6% | x | x
Clc1ccc(Cn2cc(Br)cn2)cc1Cl | -0.7% | 3.1% | 17% | -4% | 6 | 16 | -0.3 | 59 | -9% | -1% | i | 4
CCCc1ccc(-c2ccc(C(=O)O)cc2)nc1 | 0.0% | 1.2% | -1% | -2% | 6 | -5 | 0.8 | 60 | 4% | 0% | i | -8
CC(C)N1C(=O)N(c2cccc(Cl)c2)C(C)(O)CC1(C)C (centres undefined) | 0.2% | -0.9%[50 µM] | -5% | -3% | x | x | -0.2 | 95 | 19% | 3% | x | x
Cc1cc(N2C(=O)CC(Cc3ccc(Cl)cc3)C2=O)no1 (centres undefined) | 2.0% | 0.1% | 16% | -10% | 2 | 8 | -1.1 | 75 | 6% | -1% | i | 1
O=C(NCCc1ccc(F)cc1)Nc1ccc2c(c1)OCO2 | 0.0% | 0.1% | 2% | -7% | 0 | 9 | -0.9 | 88 | 8% | -7% | i | -7
COc1ccc(CNC(=O)C(C)OC(=O)CO/N=C(\C)c2ccc3c(c2)OCO3)cc1 (centres undefined) | 0.0% | 0.5%[50 µM] | x | x | x | x | -0.3 | 68 | x | 4% | x | x
Cc1ccc(-n2c(=O)c(C#N)cc3c(=O)n4cccc(C)c4nc32)cc1 | 1.2% | 0.6% | -2% | -15% | 1 | 6 | 0.6 | 80 | 7% | -4% | i | -13 | NS5 inhibitors pilot replicate=-0.2
CCOC(=O)NC(=O)/C(N=Nc1cc(C)cc(C)c1)=C(\C)O | -0.3% | -1.7% | -10% | -2% | 5 | -4 | -0.8 | 72 | 2% | 6% | i | 13
CCN(CC(=O)Nc1c(F)cccc1F)C(=O)c1ccc(S(=O)(=O)N2CCC(C)CC2)cc1 | 1.6% | 0.8%[50 µM] | x | x | x | x | 3.3 | 42 | x | -7% | x | x
O=c1c2ccccc2nc2ccc(N3CCOCC3)nn12 | 0.6% | 3.7% | 0% | -1% | 22 | 32 | -1.0 | 75 | 6% | -8% | i | -24
CC(=O)Nc1ccc(NC(=O)[C@H](C)NC(=O)c2ccco2)cc1 | 0.1% | 0.4% | -13% | -4% | x | x | -0.4 | 48 | -1% | -2% | x | x
Cc1c(/C=N/NC(=O)c2ccc(Br)o2)cnn1C | 0.1% | x | 6% | -5% | x | x | -0.3 | 36 | -3% | x | x | x
Cc1cc(N2CCC(C)CC2)n2ncc(-c3ccccc3)c2n1 | u | -1.0%[50 µM] | -6% | -2% | -5 | -6 | 4.6 | 46 | 5% | x | i | 21
O=C(N/N=C(\Cc1ncc[nH]1)c1ccccc1)c1ccccc1 | 0.5% | x | -4% | -6% | -6 | -13 | -0.5 | 54 | -3% | x | i | 16
Cc1ccnc(NC(=O)CNC(=O)c2ccccc2)c1 | 1.3% | 1.4%[50 µM] | x | x | x | x | -0.6 | 76 | x | -1% | x | x
Cc1c(OCC(=O)OC(C)(C)C)ccc2c3c(c(=O)oc12)CCC3 | 6.6% | 0.4% | 3% | -3% | 7 | 1 | 0.9 | 62 | 6% | -1% | i | -2
O=C(CN1C(=O)c2ccccc2C1=O)Nc1cc([N+](=O)[O-])ccc1O | 3.1% | -0.2% | 6% | 5% | 1 | 4 | -0.5 | 40 | 1% | -4% | i | 2
O=[N+]([O-])c1c(Nc2ccccc2O)cc(N2CCOCC2)c2nonc12 | -0.3% | -0.3% | 14% | -2% | x | x | 0.8 | 65 | 11% | 6% | x | x
Cc1cc(C)cc(NC(=O)c2cc(C)n(Cc3cccs3)c2C)c1 | x | 0.5% | -7% | -8% | x | x | 5.5 | 48 | 10% | -7% | x | x
CCn1c(=O)c2c(nc3n2CCCN3Cc2ccccc2)n(C)c1=O | 1.5% | -0.2% | -15% | -3% | x | x | -1.5 | 50 | -7% | -4% | x | x
CNC(=O)NC(=O)C(C)OC(=O)c1oc2ccccc2c1CSc1ccc(Cl)cc1 (centres undefined) | 4.3% | 0.0% | 12% | 1% | 19 | 5 | 3.0 | 79 | -3% | 6% | i | 3
CCN(CC(=O)NCc1ccco1)S(=O)(=O)c1ccc(OC)cc1 | -1.1% | 0.9%[50 µM] | x | x | x | x | -0.2 | 49 | x | 3% | x | x
COc1ccc(Cc2noc(CN(C)CC3CCN(Cc4ccccc4)CC3)n2)cc1OC | 1.9% | 0.0% | -8% | -9% | x | x | 2.5 | 54 | -3% | 6% | x | x
CCc1nn(-c2ccccc2)c(=S)c2ccccc12 | 3.9% | -0.1% | 2% | -2% | 1 | 9 | 0.3 | 104 | -13% | -8% | i | 5
CC(CC(=O)O)NCC1COc2ccccc2O1 (centres undefined) | -1.1% | 0.1% | x | x | x | x | 0.1 | 74 | x | 2% | x | x
Cc1oc(-c2ccccc2F)nc1CS(=O)CC(=O)NCc1ccccc1 (centres undefined) | 0.7% | 0.0% | 1% | -12% | x | x | -0.6 | 55 | 11% | 6% | x | x
COc1ccc(S(=O)(=O)N2CCCCC2)cc1NC(=O)CCNC(=O)c1ccccc1Cl | 0.5% | -0.2%[50 µM] | x | x | x | x | 1.8 | 54 | x | 1% | x | x

Overlap with the part before: four entries, then new ones.
SMILES | RSV antiviral HEp-2 | UTI89 phage lysis | GPR35 arrestin U2OS | LYP phosphatase | WT yeast gro inh | WT yeast gro inh mutant strain | NTR1 ag | NTR1 ag cell count 20 µM | AID2073 | NS5 inhibitors | Autophagy mod | Autophagy mod cell loss 18 h | others
CCc1nn(-c2ccccc2)c(=S)c2ccccc12 | 3.9% | -0.1% | 2% | -2% | 1 | 9 | 0.3 | 104 | -13% | -8% | i | 5
CC(CC(=O)O)NCC1COc2ccccc2O1 (centres undefined) | -1.1% | 0.1% | x | x | x | x | 0.1 | 74 | x | 2% | x | x
Cc1oc(-c2ccccc2F)nc1CS(=O)CC(=O)NCc1ccccc1 (centres undefined) | 0.7% | 0.0% | 1% | -12% | x | x | -0.6 | 55 | 11% | 6% | x | x
COc1ccc(S(=O)(=O)N2CCCCC2)cc1NC(=O)CCNC(=O)c1ccccc1Cl | 0.5% | -0.2%[50 µM] | x | x | x | x | 1.8 | 54 | x | 1% | x | x
CC(C)(C)NC(=O)c1ccc2c(c1)CCO2 | x | 0.4% | 12% | -9% | x | x | -0.5 | 40 | 0% | 2% | x | x
O=C1NC[C@@H](Cc2ccc(O)cc2)N(CC2CCCCC2)C1=O | 1.0% | 1.7% | -11% | -4% | x | x | -0.8 | 87 | 6% | -5% | x | x
COC(=O)[C@@H]1C[C@@H]2CC[C@@H](O)C[C@@H]2N1Cc1ccc(N2CCN(C)CC2)cc1 | -1.5% | 1.4% | -11% | -10% | x | x | -3.6 | 99 | -3% | -3% | x | x
Cc1cc(NCCc2ccc(Cl)cc2)n2ncnc2n1 | 11% | 0.2% | 8% | -10% | 4 | 5 | -0.8 | 90 | -1% | -2% | i | 13
CCc1nc(N2CCN(C(=O)c3ccco3)CC2)c2c3c(sc2n1)CCCC3 | 14% | 4.0% | 3% | 3% | 4 | 2 | 1.8 | 63 | 23% | 1% | i | 6
O=C(O)c1ccc(CSCc2ccco2)cc1 | 0.6% | 0.8% | 10% | 3% | -5 | -3 | -0.5 | 43 | 8% | 5% | i | -1
Cc1c(NC(=O)Cc2cccs2)cccc1[N+](=O)[O-] | -1.0% | -0.6% | 1% | -2% | 1 | 3 | -0.6 | 82 | 13% | -5% | i | 12
CC(=O)C1=C(O)C(=O)N(c2ccc(Br)cc2)C1c1ccc([N+](=O)[O-])cc1 (centres undefined) | 4.8% | 0.0% | 4% | 2% | x | x | 0.0 | 86 | 10% | 16% | x | x
COc1ccc(C=O)cc1CSc1ccccn1 | 0.1% | -0.3% | -7% | -4% | x | x | 1.0 | 42 | -23% | 8% | x | x
COc1ccc(N2C(=O)C(CC(=O)Nc3ccccc3)N(CCc3ccc(OC)c(OC)c3)C2=O)cc1 (centres undefined) | 2.5% | 3.8% | -6% | 1% | 0 | -6 | 2.6 | 89 | 0% | x | i | -1
CSc1nccc(N/N=C/c2ccccc2)n1 | 1.1% | 0.1% | 13% | 0% | x | x | -1.3 | 98 | 14% | -7% | x | x
CC(C)(C)OC(=O)COc1cc(OCC(=O)OC(C)(C)C)c2c(=O)cc(-c3ccccc3)oc2c1 | 22% | 1.1% | 19% | 1% | -21 | 65 | 53* | 46* | 7% | 3% | i | 1
Cc1ccccc1NS(=O)(=O)c1ccc2c3c(cccc13)C(=O)N2C | 6.7% | 0.9%[50 µM] | -4% | -7% | x | x | 2.4 | 47 | 18% | -4% | x | x
O=C(Nc1cccc(Cl)c1)c1cc2c(=O)n3ccccc3nc2s1 | 2.2% | 0.6%[50 µM] | 6% | -4% | x | x | 2.9 | 62 | 66% | -3% | x | x
CCN(C(=O)Cn1c(=O)n(-c2cc(OC)c(OC)c(OC)c2)c(=O)c2ccccc21)c1cccc(C)c1 | 0.9% | 0.5% | -11% | -2% | -2 | 1 | -0.8 | 58 | -13% | -3% | i | 18
Oc1ccc(-c2sc(Nc3ccccc3)n[n+]2-c2ccc(F)cc2)cc1 | 0.5% | 1.0% | 10% | -9% | x | x | -3.3 | 82 | -9% | -3% | x | x
CN1CCN(c2ccc(S(=O)(=O)N3CCCCC3)cc2NC(=O)/C=C/c2ccc(Cl)c([N+](=O)[O-])c2)CC1 | -0.4% | 0.1%[50 µM] | x | x | x | x | 1.6 | 62 | x | -2% | x | x
Cc1oc2c(c1C(=O)Nc1cccc3ccccc13)CCCC2 | 11% | 0.6% | 1% | 0% | 36 | 26 | 0.2 | 49 | 50% | -3% | i | -3

Source: PubChem (several laboratories)
